IMP-1 inh: blocks Pseudomonas aeruginosa IMP-1 metallo-beta-lactamase | inhibition, % at 5.6 µM | purified IMP-1, nitrocefin hydrolysis, epi-absorbance fluorescence | actives 0.45% (n = 290,000);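 active = inhibition above the mean plus 3 SD of all compounds in the same screening run, cut at about 4.5% in these data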;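 also: 0% = IMP-1 with DMSO and 100% = DMSO wells lacking enzyme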
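System: Purified IMP-1 | Read-out basis: Percent enzyme inhibition | Controls: IMP-1 with DMSO as 0%, enzyme-free DMSO as 100% | Replicates: One well per compound | Doses: 5.6 µM nominal single concentration | Detection: Epi-absorbance fluorescence, 480 nm excitation, 530 nm emission | Incubation: 25 °C, 15 min preincubation, 25 min reaction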
MEKK2wt PB1 HTS: raises or lowers MEK5 binding to wildtype human MEKK2 PB1 domain | Q9Y2U5 | bead flow cytometry, Alexa488-MEK5 binding to MEKK2 WT; actives lie on both sides | binding response (% of control), % at 10 µM | actives 1.1% (n = 290,000); in the data active = binding response below about 67% or above about 130%
NALP1 yeast inh: NALP1 inhibition | actives 0.61% (n = 280,000) | inhibition, % at 10 µM | S. cerevisiae NALP1/ASC/caspase-1 growth, X-gal OD620, 72 h; in the data active = inhibition mostly above about 24%, no sharp cut-off; inactive = mostly below about 32%; also: some compounds called inactive have numbers as strong as hits
VIM-2 inhibitor: inhibitors of Pseudomonas aeruginosa VIM-2 metallo-beta-lactamase | purified VIM-2, nitrocefin hydrolysis, epi-absorbance fluorescence | actives 0.89% (n = 290,000) | inhibition, % at 5.6 µM | AID 1527;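 active = inhibition above the mean of all tested compounds plus 3 SD, cutoff set per screening run, cut at about 7.5% in these data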;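 also: red hydrolysis product quenches plate fluorescence so inhibitors raise well fluorescence; 0% = enzyme with DMSO and 100% = DMSO without enzyme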
UBC9 SUMO inh: inhibitors of human SUMOylation (UBC9); P63279; HTRF SUMOylation assay, SAE1/SAE2 + UBC9, in vitro; inhibition, % at 35 µM; actives 0.36% (n = 290,000); AID 2006; in the data active = inhibition above about 50%, passing the limit was not always enough; also: strong numbers were not always called active
Target sequence (P63279 whole entry, looked up): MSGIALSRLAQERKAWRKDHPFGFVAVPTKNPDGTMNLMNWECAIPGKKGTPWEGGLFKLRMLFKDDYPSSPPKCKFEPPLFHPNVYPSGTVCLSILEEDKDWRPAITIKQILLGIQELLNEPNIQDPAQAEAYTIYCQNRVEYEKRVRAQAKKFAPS
FID counter: displaces DNA intercalator in HCV helicase counter-screen. AID 1845. inhibition, % at 7.9 µM. actives 0.17% (n = 290,000). DNA fluorescent intercalator displacement, fluorescence; in the data active = inhibition above about 37%;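 also: 0% = vehicle and 100% = reference compound; higher means more ethidium bromide displaced from hairpin DNA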
MEKK2 mut-MEK5: signal of MEK5 binding to mutant human MEKK2 PB1 domain. bead flow cytometry, Alexa488-MEK5 binding to MEKK2 mutant. percent response, % at 10 µM. actives 0.35% (n = 290,000); in the data active = percent response above about 24%, passing the limit was not always enough; also: inactives centre near 1; some results filed as inactive read as strong as hits
M18AAP inhibitor: blocks P. falciparum M18 aspartyl aminopeptidase. recombinant PfM18AAP, H-Glu-NHMec fluorogenic cleavage. inhibition, % at 7.35 µM. actives 1.2% (n = 290,000). AID 1822;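 active = inhibition above the campaign mean inhibition over all tested compounds plus 3 SD, cut at about 28% in these data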;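 also: 0% = plate median of test compound wells and 100% = 2 mM ZnCl2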
NS3 helicase inh: blocks Hepatitis C virus NS3 helicase unwinding; NS3 helicase DNA unwinding, Cy5 molecular beacon fluorescence; inhibition, % at 10.9 µM; actives 0.56% (n = 290,000);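 active = inhibition above the mean of all tested compounds plus 3 SD, set per campaign, cut at about 35% in these data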;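 also: 0% = DMSO wells and 100% = thioflavine S control wells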
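Test system: hepatitis C virus NS3 helicase domain fragment enzyme. Also added: annealed dual-labelled DNA beacon duplex, ATP-started. Timing: 60 min unwinding reaction at 25 °C after ATP addition. Technique: Cy5 fluorescence. Measure: % inhibition of unwinding.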
Starred values were filed as active, the others as inactive; . = not tested or not shown. An unsorted share of the library; any-hit rate near 4.7%.

SMILES | IMP-1 inh | MEKK2wt PB1 HTS | NALP1 yeast inh | VIM-2 inhibitor | UBC9 SUMO inh | FID counter | MEKK2 mut-MEK5 | M18AAP inhibitor | NS3 helicase inh
C[C@@H]1NC(=O)[C@H](CCC(N)=O)NC(=O)c2cc([N+](=O)[O-])cc(I)c2NCC[C@@H](C(N)=O)NC1=O | -2.1 | 98 | 22 | -3.0 | 1 | -4 | 4 | -1 | -12
COc1cccc(N2CC(C(=O)Nc3nnc(SCCC4OCCO4)s3)CC2=O)c1 (stereo not drawn) | -1.4 | 109 | 6 | -1.4 | 3 | -42 | 8 | 3 | 6
CC(CCc1ccccc1)OS(N)(=O)=O (stereo not drawn) | -3.0 | 101 | -6 | -2.0 | 13 | -1 | 5 | 10 | -7
NC(=S)N/N=C/c1cccc(O)c1O | -1.7 | 103 | 13 | -3.4 | 17 | -2 | 2 | 40* | 19
COc1cc2c(cc1NC(=O)CSc1nnc(COc3ccc(Cl)cc3)n1C)oc1ccccc12 | -2.3 | 107 | 12 | -2.0 | -7 | -1 | 3 | -1 | 1
Cc1cccc(C)c1NC(=O)CCCn1nc(C)c2c(C)n(-c3ccccc3)nc2c1=O | -1.3 | 99 | 5 | -0.4 | 13 | -54 | 1 | -1 | 0
C/C(=N\NS(=O)(=O)c1ccc(C)c([N+](=O)[O-])c1)c1ccc2c(c1)OCO2 | -1.7 | 101 | 7 | -1.9 | -10 | -7 | -3 | -2 | -2
Cc1cccn2c(=O)c3cc(C(=O)N4CCCc5ccccc54)n(C)c3nc12 | -1.7 | . | . | -0.5 | . | -1 | . | -11 | -14
Cc1ccc(Cl)cc1N1CCN(C(=O)Cc2c(C(=O)O)[nH]c3ccccc23)CC1 | -6.4 | 95 | 20 | -1.2 | 20 | -39 | -3 | -5 | 9
COc1cc(CN/C(C)=C(\C#N)C(N)=O)cc(OC)c1OC | -2.2 | 113 | 37 | -1.4 | -1 | -8 | 8 | -2 | -5
CC(=O)Nc1ccc(NC(=O)COC(=O)CCc2nc3ccccc3s2)cc1 | -3.3 | 103 | -7 | -1.3 | -11 | -5 | -1 | -1 | 2
O=C(Nc1ccc(N2CCOCC2)cc1N1CCOCC1)c1ncoc1-c1cccc(F)c1 | -2.4 | 98 | -25 | -2.6 | -18 | -15 | -5 | 2 | -30
CCOc1ncc(S(=O)(=O)N2CCN(CC)CC2)cc1C(=O)O | -2.8 | 110 | 6 | -2.8 | 8 | -5 | 7 | 2 | 6
COc1ccc(C2/C(=C(/O)c3ccccc3)C(=O)C(=O)N2CC(C)O)c(OC)c1 (stereo not drawn) | -3.4 | 97 | -4 | -3.2 | 17 | -13 | 0 | 9 | 1
CCn1nc(C)cc1Nc1ccccc1 | -3.0 | 78 | 62 | -1.2 | -8 | -7 | -18 | 2 | 1

Overlap with the part before: 5 entries, followed by the next part.
SMILES | IMP-1 inh | MEKK2wt PB1 HTS | NALP1 yeast inh | VIM-2 inhibitor | UBC9 SUMO inh | FID counter | MEKK2 mut-MEK5 | M18AAP inhibitor | NS3 helicase inh
CC(=O)Nc1ccc(NC(=O)COC(=O)CCc2nc3ccccc3s2)cc1 | -3.3 | 103 | -7 | -1.3 | -11 | -5 | -1 | -1 | 2
O=C(Nc1ccc(N2CCOCC2)cc1N1CCOCC1)c1ncoc1-c1cccc(F)c1 | -2.4 | 98 | -25 | -2.6 | -18 | -15 | -5 | 2 | -30
CCOc1ncc(S(=O)(=O)N2CCN(CC)CC2)cc1C(=O)O | -2.8 | 110 | 6 | -2.8 | 8 | -5 | 7 | 2 | 6
COc1ccc(C2/C(=C(/O)c3ccccc3)C(=O)C(=O)N2CC(C)O)c(OC)c1 (stereo not drawn) | -3.4 | 97 | -4 | -3.2 | 17 | -13 | 0 | 9 | 1
CCn1nc(C)cc1Nc1ccccc1 | -3.0 | 78 | 62 | -1.2 | -8 | -7 | -18 | 2 | 1
Cc1ccc(CNC(=O)CN2C(=O)CSc3ccc(S(=O)(=O)N4CCCCC4)cc32)cc1 | -0.1 | 102 | 15 | 0.3 | . | -34 | -6 | 2 | -7
CC(C)NC(=O)CN1CCC(c2ccccc2)C(O)C1 (stereo not drawn) | -4.0 | 98 | -4 | -4.9 | 2 | -2 | 6 | 3 | -6
O=S(=O)(NCc1ccccc1)c1cccc2nsnc12 | -2.8 | 100 | . | -2.0 | 27 | -3 | 0 | -15 | 6
Cc1ccc(S(=O)(=O)NC(=NCC(=O)O)c2ccc(F)cc2)cc1 | -4.6 | 95 | 10 | -3.4 | -4 | -1 | 2 | 6 | -4
O=C(NCc1ccc(N2CCCC2=O)cc1)c1cc(COc2c(F)cccc2F)on1 | 1.5 | 102 | 20 | 2.2 | 17 | -38 | 2 | 4 | 22
CC(=O)SCC[N+](C)(C)C | . | 105 | -3 | . | -3 | . | 4 | . | .
Cc1[nH]c2ccccc2c(=O)c1CN(C)Cc1ccccc1 | -3.8 | 110 | -9 | -3.9 | 18 | -2 | 10 | -2 | 3
Cc1nnc(Sc2nc3ccccc3o2)c2ccccc12 | -3.6 | 107 | 19 | -3.3 | 10 | -10 | 3 | -4 | -7
CC(=O)C1C(c2cccc(F)c2)c2c(n[nH]c2C)CC1(C)O (stereo not drawn) | -1.9 | 107 | 17 | 0.0 | 26 | -3 | 4 | -12 | -4
O=Cc1ccc(N2CCCC2)o1 | 0.2 | 105 | -2 | -2.4 | 11 | -3 | 7 | 3 | -3
CCCCNC(=O)COC(=O)c1cc2c(C)nn(-c3ccccc3)c2s1 | -2.3 | . | 21 | -3.8 | 30 | -4 | . | 3 | 9
Cc1ccc(S(=O)(=O)Oc2ccc(/C=C3\N=C(c4cccc(C)c4)OC3=O)cc2)cc1 | -4.0 | . | 8 | 0.1 | 4 | -38 | . | 2 | 1
COc1ccnc(Oc2ccc(Cl)cc2)c1C#N | -2.5 | 104 | -12 | -1.6 | -12 | -1 | 0 | -2 | -1
COc1cc(C(=O)NCc2nnc(SCC(=O)Nc3nccs3)o2)cc(OC)c1OC | -1.9 | 90 | -5 | -2.0 | 18 | -19 | -3 | 7 | -9
COC(=O)c1ccccc1NC(=O)c1cccnc1 | -1.8 | 107 | 13 | 1.1 | 17 | -4 | 10 | 1 | 2
Cc1nc(C)c(C(=O)N/N=C/c2cn(C)c3ccccc23)s1 | -8.0 | 112 | 3 | -5.5 | 6 | -9 | 5 | 0 | -2
c1ccc(-c2ccc3c(c2)NC(C2Nc4cc(-c5ccccc5)ccc4O2)O3)cc1 (stereo not drawn) | -1.5 | 101 | 10 | -0.2 | 23 | -5 | 9 | 42* | 0
O=C(c1cc(-c2cccs2)on1)N1CCN(C(c2ccccc2)c2ccccc2)CC1 | -0.5 | 85 | 1 | 0.6 | 0 | 2 | -8 | 5 | 6
Cn1c(=O)c2sccc2n2c(CCCC(=O)Nc3ccc(F)cc3F)nnc12 | -0.2 | 93 | -11 | 2.6 | -5 | -11 | -7 | -3 | -13
Oc1ccc(O)c(/C(=N/Nc2ccccc2)c2ccccc2)c1 | -3.2 | 93 | 42* | -4.6 | 4 | -3 | -2 | 45* | 30
Cc1ccc(NC(=O)COC(=O)c2cc(Cl)ccc2[N+](=O)[O-])cc1 | 0.1 | 99 | 34 | -0.7 | -12 | -2 | -1 | -5 | -13
Cc1ccc(OCC2Cn3c(nc4c3c(=O)n(C)c(=O)n4C)O2)cc1 (stereo not drawn) | -2.2 | 107 | 33 | -4.0 | -12 | -5 | 8 | 7 | 5
CCOC(=O)N/N=C1\CCS(=O)(=O)c2ccc(Cl)cc21 | -2.5 | 91 | -3 | -2.0 | 8 | -2 | -2 | 4 | -15
Cc1occc1-c1nnc(SCC(=O)c2c(N)n(Cc3ccccc3)c(=O)n(C)c2=O)n1C | -2.3 | 92 | 8 | 0.5 | 11 | -2 | -9 | 2 | -5
COc1ccc(-c2csc(CCn3nc(C)cc3C)n2)cc1OC | 1.4 | 100 | -29 | -0.1 | 12 | -30 | -44 | -5 | -9
CCNc1nc2c(c(=O)n(Cc3ccccc3)c(=O)n2C)n1Cc1ccccc1 | 1.7 | 103 | 37 | -1.2 | 8 | -13 | 5 | -2 | -10
Cc1ccc(S(=O)(=O)N(CC(=O)NN=C2CCN(C)CC2)c2ccc(C(C)C)cc2)cc1 | -1.7 | 93 | 38 | -1.3 | 9 | -29 | -3 | 3 | 2
Cc1c(NC(=O)Nc2ccccc2Cl)c(=O)n(-c2ccccc2)n1C | -1.2 | 98 | -12 | -1.2 | -11 | -1 | -2 | -1 | 17
COc1ccccc1N(CC(=O)Nc1ccc(S(=O)(=O)N2CCCCC2)cc1)S(C)(=O)=O | -1.9 | 94 | 15 | -4.0 | -9 | -29 | 2 | 6 | 0
CC1(C)CC(=O)C2=C(C1)OC(c1ccc(O)cc1)C(C#N)=C2N (stereo not drawn) | -1.3 | 100 | 11 | -1.4 | 11 | -4 | -2 | 6 | 1
CNC(=O)c1snnc1-c1ccccc1 | -0.8 | 102 | 9 | -0.1 | 1 | -2 | 12 | -2 | 6
O=C(/C=C/c1ccc(F)cc1)Nc1ccc2[nH]c(=O)[nH]c2c1 | -0.5 | 98 | 9 | -0.3 | 21 | -3 | -2 | -8 | -8
O=C(O)CC1S/C(=N/N=C/c2ccc([N+](=O)[O-])cc2)N(c2ccc(O)cc2)C1=O (stereo not drawn) | -3.0 | 102 | 8 | -2.1 | 9 | -23 | 6 | 5 | 7
O=c1cnnc(N/N=C/C2CC=CCC2)[nH]1 (stereo not drawn) | -3.4 | 98 | 13 | -1.4 | 5 | -12 | -2 | 23 | 5
O=C(Cn1c(=O)oc2ccccc21)N(Cc1ccccc1)C1CCS(=O)(=O)C1 (stereo not drawn) | -2.1 | 109 | -15 | 0.2 | 9 | -3 | 6 | -1 | 3
Cc1ccc(N2C(=O)C(CC(=O)Nc3cccc(F)c3)N(C3CC3)C2=O)cc1 (stereo not drawn) | -1.1 | 96 | 12 | -0.3 | -2 | 3 | -2 | 1 | -12
O=C(NC1CCSc2ccccc21)c1ccccc1Br (stereo not drawn) | -0.4 | 104 | 5 | -1.1 | 8 | -13 | -2 | -1 | 0
CC(C)C(C)NC(=O)CN1C(=O)NC2(CCCCCC2)C1=O (stereo not drawn) | -2.5 | 99 | 6 | -3.2 | -19 | -5 | -4 | 5 | -1
Cc1cc2nc(-c3ccc(SCc4ccccc4C#N)nc3)[nH]c2cc1C | -2.5 | 104 | 24 | -10 | 7 | -6 | 0 | 6 | -1
CCOC(=O)c1c(-c2ccc(OC)cc2)oc2cc(Br)c(O)cc12 | -1.6 | 108 | 20 | -1.1 | 15 | -4 | 11 | 3 | 2
Cn1nc(C(=O)NNC(=O)COc2ccccc2)c2ccccc2c1=O | -2.2 | 94 | 17 | -4.5 | -6 | -8 | -1 | 44* | 4
CCCNC(=O)c1c(N)n(-c2ccc(S(N)(=O)=O)cc2)c2nc3ccccc3nc12 | -1.8 | . | 27 | -0.4 | 15 | 2 | . | 6 | 0
COc1ccccc1NC(=O)C1=C(C)NC(=O)NC1c1ccc(C)cc1 (stereo not drawn) | -0.1 | 111 | . | -0.5 | 0 | -18 | 5 | 4 | -3
